# Compound activity: PubChem, several laboratories
# BoNT-F LC inh – blocks Botulinum neurotoxin F light chain protease | Multiplex microsphere protease cleavage assay, flow cytometry | inhibition, % at 10 µM | actives 0.22% (n = 360,000) | AID 588497; in the data active means inhibition above about 35%, passing the limit was not always enough; inconclusive means no clear call, values can overlap the other calls; further: plate controls were buffer without enzyme for full effect and enzyme alone for no effect
# Mtb FBA inh – Mtb fructose-bisphosphate aldolase inhibition; P9WQA3; AID 588726; actives 2.3% (n = 360,000); inhibition, % at 1 µM; purified M. tuberculosis FBA, fluorescence read-out; in the data active means inhibition above about 27%;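 further: 0% = vehicle and 100% = reference inhibitor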
# Target sequence (P9WQA3 whole entry, looked up): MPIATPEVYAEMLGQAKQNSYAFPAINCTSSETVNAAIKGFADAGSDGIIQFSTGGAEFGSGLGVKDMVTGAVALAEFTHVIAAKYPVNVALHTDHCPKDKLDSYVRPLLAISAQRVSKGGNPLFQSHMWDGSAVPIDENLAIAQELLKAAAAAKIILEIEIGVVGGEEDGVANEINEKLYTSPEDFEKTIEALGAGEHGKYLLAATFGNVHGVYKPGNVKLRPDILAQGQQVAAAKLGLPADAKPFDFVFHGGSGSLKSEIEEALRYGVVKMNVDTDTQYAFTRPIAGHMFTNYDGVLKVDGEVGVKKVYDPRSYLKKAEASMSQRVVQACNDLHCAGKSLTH
# CCHFV vOTU inh – blocks the CCHF virus ovarian tumor domain protease | inhibition, % at 11.5 µM | CCHFV vOTU protease, Pep-AMC fluorescence | AID 651958 | actives 0.55% (n = 370,000); further: 0% = vehicle wells with enzyme and 100% = no enzyme wells
# Mtb UGM inh – inhibitors of M. tuberculosis UDP-galactopyranose mutase; P9WIQ1; AID 504406; actives 0.06% (n = 320,000); inhibition, % at 10 µM; purified UGM, fluorescence polarization probe displacement; in the data active means inhibition above about 10%, passing the limit was not always enough; inconclusive means no clear call, values can overlap the other calls
# Target sequence (P9WIQ1 whole entry, looked up): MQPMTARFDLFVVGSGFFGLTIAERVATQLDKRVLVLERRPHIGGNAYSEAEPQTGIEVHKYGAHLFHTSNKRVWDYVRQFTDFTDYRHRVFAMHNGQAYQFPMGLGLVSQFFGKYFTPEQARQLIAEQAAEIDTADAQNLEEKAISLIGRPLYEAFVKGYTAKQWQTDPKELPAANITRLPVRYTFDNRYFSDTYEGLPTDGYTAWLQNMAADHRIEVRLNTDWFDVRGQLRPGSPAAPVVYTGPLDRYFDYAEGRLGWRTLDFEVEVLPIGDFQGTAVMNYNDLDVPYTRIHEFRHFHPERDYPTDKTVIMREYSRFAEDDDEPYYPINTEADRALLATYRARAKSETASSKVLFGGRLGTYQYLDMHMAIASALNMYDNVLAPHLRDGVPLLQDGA
# Rv3671c inh – inhibits the M. tuberculosis serine protease Rv3671c. AID 2606. actives 0.048% (n = 320,000). inhibition, % at 5.96 µM; in the data active means inhibition above about 38%;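 further: extracellular domain of Rv3671c used as enzyme; 0% = enzyme with DMSO and 100% = no enzyme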
# GDH-TPI inh – GDH-TPI coupled enzyme inhibition counter-screen; GDH-TPI coupled enzyme counterscreen, NADH absorbance; inhibition, % at 4.8 µM; actives 1.2% (n = 360,000); AID 588335;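 further: 0% = DMSO wells and 100% = wells lacking the enzyme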
# DUSP3 inh – DUSP3 (human) phosphatase inhibition; actives 0.52% (n = 290,000); P51452; recombinant VHR phosphatase, pNPP absorbance; AID 1654; inhibition, % at 13.3 µM; in the data active means inhibition above about 50%; further: some compounds called inactive have numbers as strong as hits
# Target sequence (P51452 whole entry, looked up): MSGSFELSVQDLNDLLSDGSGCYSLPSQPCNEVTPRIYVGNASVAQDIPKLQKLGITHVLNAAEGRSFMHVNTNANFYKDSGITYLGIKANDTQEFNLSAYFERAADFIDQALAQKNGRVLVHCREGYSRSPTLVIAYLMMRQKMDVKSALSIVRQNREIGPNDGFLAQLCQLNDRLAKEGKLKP
# FadD28 FP inh – inhibitors of Mycobacterium tuberculosis FadD28 bisubstrate binding; AID 588549; FadD28 bisubstrate probe binding, fluorescence polarization; inhibition, % at 12.5 µM; actives 0.22% (n = 360,000); in the data active means inhibition above about 8.5%, passing the limit was not always enough; inconclusive means no clear call, values can overlap the other calls
# MazF activator – MazEF (E. coli) toxin RNase activation; activation, % at 20 µM; AID 504720; actives 0.32% (n = 350,000); FAM/BHQ RNA-DNA oligo cleavage fluorescence, 5 h; in the data active means activation above about 50%
# Target sequence (P0AE70 whole entry, looked up): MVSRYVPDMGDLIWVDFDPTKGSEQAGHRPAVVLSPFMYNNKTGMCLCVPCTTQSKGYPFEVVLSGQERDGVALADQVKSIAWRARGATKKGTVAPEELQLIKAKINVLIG
# BioA inh – BioA (M. tuberculosis) enzyme inhibition | actives 0.096% (n = 360,000) | inhibition, % at 9.99 µM | purified M. tuberculosis BioA enzyme, plate reader; in the data active means inhibition above about 40%; inconclusive means no clear call, values can overlap the other calls
# Active calls of the source: *; ? = inconclusive; . = not tested or not shown; & = joins results of further samples. Unless noted, no stated cut-off is given here; in the data, active means inhibition above about 30%; inactive means the rest. The order is random; any-hit rate near 4.9%.
# Sample of the layout (5 entries):
SMILES,BoNT-F LC inh,Mtb FBA inh,CCHFV vOTU inh,Mtb UGM inh,Rv3671c inh,GDH-TPI inh,DUSP3 inh,FadD28 FP inh,MazF activator,BioA inh
O=C(COc1ccc2c3c(c(=O)oc2c1)CCCC3)NC(Cc1ccc(Cl)cc1)C(=O)O (stereo not drawn),1,67*,-7,-0.2,-4,15,-3,-2.3,-19,0.0
Cc1ccc(N2CCN(S(=O)(=O)c3nnc(NC(=O)c4ccco4)s3)CC2)cc1,-1,1,5,1.6,-8,25,2,1.6,-4,-1.8
COc1ccc(-c2nn(-c3ccccc3)cc2C(=O)N(C)CC(=O)Nc2cccc(F)c2)cc1,-3,-2,11,-1.1,-19,4,.,-3.1,-11,0.7
COc1ccc(Cn2c(SCC#N)nc3ccc(N4CCOCC4)cc3c2=O)cc1,-5,1,1,1.8,0,3,33,-0.9,0,.
COc1ccc(-c2cc(C(=O)N3CCN(c4ccccc4)CC3)c3ccccc3n2)cc1OC,5,1,7,.,-5,11,31,-0.9,4,-0.5

# The listing, from the start:
SMILES,BoNT-F LC inh,Mtb FBA inh,CCHFV vOTU inh,Mtb UGM inh,Rv3671c inh,GDH-TPI inh,DUSP3 inh,FadD28 FP inh,MazF activator,BioA inh
O=C(COc1ccc2c3c(c(=O)oc2c1)CCCC3)NC(Cc1ccc(Cl)cc1)C(=O)O (stereo not drawn),1,67*,-7,-0.2,-4,15,-3,-2.3,-19,0.0
Cc1ccc(N2CCN(S(=O)(=O)c3nnc(NC(=O)c4ccco4)s3)CC2)cc1,-1,1,5,1.6,-8,25,2,1.6,-4,-1.8
COc1ccc(-c2nn(-c3ccccc3)cc2C(=O)N(C)CC(=O)Nc2cccc(F)c2)cc1,-3,-2,11,-1.1,-19,4,.,-3.1,-11,0.7
COc1ccc(Cn2c(SCC#N)nc3ccc(N4CCOCC4)cc3c2=O)cc1,-5,1,1,1.8,0,3,33,-0.9,0,.
COc1ccc(-c2cc(C(=O)N3CCN(c4ccccc4)CC3)c3ccccc3n2)cc1OC,5,1,7,.,-5,11,31,-0.9,4,-0.5
C=Cn1cc[n+](CC(=O)c2ccc(Br)s2)c1,6,0,-11,0.2,-1,-7,12,-4.0,4,0.1
N#Cc1cc(C#N)c(N2CCN(c3ccccn3)CC2)nc1N,-2,0,16,0.5,0,32*,25,-2.6,23,.
Cc1cc(NC(=O)CCC(=O)N(c2ccccc2)C(C(=O)NC2CCCC2)c2ccc(F)cc2)no1 (stereo not drawn),3,1,8,1.1,-7,-6,-7,.,4,-1.1
O=C(Cn1c(CO)nc2ccccc21)Nc1cc(C(F)(F)F)ccc1N1CCOCC1,?,6,10,-1.2,0,-9,40,4.5,3,4.1
COC(=O)Cc1coc2cc(OC)ccc12,-4,4,1,-0.9,-2,-15,.,0.4,7,-1.3
Cc1ccc2nc(SCCCCOc3ccccc3)[nH]c2c1,-2,-1,.,0.0,-9,-6,23,-1.8,-1,.
Cc1sc2ncnc(NCC(c3ccccc3)N(C)C)c2c1C (stereo not drawn),4,2,7,4.9,-5,-3,31,-3.3,4,0.5
C[C@H]1CN([C@@H](C)CO)C(=O)c2cccc(NC(=O)c3ccncc3)c2O[C@H]1CN(C)C(=O)Nc1ccccc1,0,1,-1,-0.4,-4,-14,.,-2.8,6,-2.4&-0.4
Cn1c(=O)c2c(nc(NCc3ccco3)n2Cc2ccccc2Cl)n(C)c1=O,-6,-3,1,2.8,2,-1,14,-3.4,8,0.1
c1cncc(C(c2nnnn2C2CCCC2)N2CCN(Cc3ccc4c(c3)OCO4)CC2)c1 (stereo not drawn),-15,-1,-8,0.0,1,5,29,-1.3,2,1.7
CCc1ccc(NC(=O)N2CCN(C(=O)C3CCCO3)CC2)cc1 (stereo not drawn),4,1,12,0.7,-4,-3,0,.,5,-0.1
C[C@H](CO)N1C[C@H](C)[C@@H](CN(C)S(=O)(=O)c2ccccc2)Oc2ccc(NC(=O)C3CC3)cc2C1=O,1,1,13,0.0,1,8,.,-0.4,-5,7.0&0.9
COc1ccccc1CCNC(=O)c1nccnc1C(=O)O,-3,2,.,-1.7,4,1,-1,-1.6,8,-4.6
CC(NS(=O)(=O)c1ccc(Br)cc1)C(c1cccs1)N1CCN(C)CC1 (stereo not drawn),1,1,-3,2.0,1,11,19,-2.5,-2,-0.4
CCN1CCN(c2oc(-c3ccc(OC)cc3)nc2C#N)CC1,-2,32*,-19,-1.3,5,26,.,-0.9,1,2.3
Cc1cccc(CCNC(=O)c2oc3c(C)c(C)ccc3c2C)n1,-20,-3,-1,-0.4,2,-9,-2,-5.5,3,-0.2
CCN(CC)C(=O)CSc1nc2ccccc2n1CC(=O)N1CCN(c2ccccc2OC)CC1,2,-8,5,1.0,0,-6,3,-2.6,-1,-1.5
COc1cccc(N=Cc2c(O)n(Cc3ccco3)c(=O)[nH]c2=O)c1,0,2,5,-3.3,-7,15,1,-3.5,2,.
Cc1nn(C)c(C)c1NS(=O)(=O)c1cccc(Br)c1,-8,-1,0,0.8,11,-1,.,-1.7,3,-0.8
O=C(COc1ccc(Cl)cc1Cl)NN1C(=O)C2C3C=CC([C@@H]2C1=O)C31CC1 (stereo partly drawn),-6,-2,-5,5.3,2,5,18,-1.1,4,.
SMILES,BoNT-F LC inh,Mtb FBA inh,CCHFV vOTU inh,Mtb UGM inh,Rv3671c inh,GDH-TPI inh,DUSP3 inh,FadD28 FP inh,MazF activator,BioA inh
CCOC(=O)C1=C(C)NC(C)=C(C(=O)OCC)C1c1cccc(C)n1,-5,4,3,0.8,-3,-1,-9,-4.4,4,.
Cc1cc(N2CCOCC2)nc2ccc(Cl)cc12,?,15,-10,-0.8,-1,9,7,-5.5,8,.
COc1ccccc1NC(=O)c1ccc(Br)o1,-14,1,4,-0.1,-2,-8,-6,0.0,-5,0.6
CCCCOc1ccc(NC(=S)Nc2cc(C)nc(SCCCC)n2)cc1,0,4,16,1.0,-2,1,-6,1.4,-18,.
O=P(O)(O)Oc1ccccc1P(=O)(c1ccccc1)c1ccccc1,-23,0,1,-0.8,-3,-4,11,-0.9,5,-0.9
COc1ccc(/C(=C\Nc2ccc(C)c(C)c2)C(C)=O)cc1OC,-2,2,1,-0.3,-2,14,13,-0.8,6,.
COC(=O)c1ccc(NC(=O)CSc2nc3ccc(N4C(=O)C5C6C=CC(C6)C5C4=O)cc3s2)cc1 (stereo not drawn),-3,0,8,-1.7,-55,-3,-5,-2.8,-12,.
CCC(=O)N1CCc2cc(S(=O)(=O)N3CCN(c4cc(C)ccc4C)CC3)ccc21,0,11,.,-3.5,2,6,18,-0.6,8,-2.8
CN1CCN(c2ncnc3c2c(-c2ccccc2)cn3-c2ccc(F)cc2)CC1,-2,2,-3,0.4,1,3,18,-4.2,8,.
CCOc1ccc(CCNC(=O)COC(=O)CCC(=O)c2cccs2)cc1OCC,3,4,2,-2.2,.,7,-13,-1.2,-7,1.1
Cc1ccc(C(=O)Nc2ncccc2C)o1,4,-1,-2,.,.,-7,.,-0.6,0,-1.3
CC(=O)C1=CCC(c2ccccc2)N(S(=O)(=O)c2ccc(Cl)cc2)C1 (stereo not drawn),-24,3,-8,.,.,.,.,-3.2,.,-0.9
COc1cc2c(cc1NC(=S)Nc1cccc(C)c1)oc1ccccc12,-10,87*,-25,-1.0,-6,31*,15,-2.5,2,.
CCC(=O)NC(=S)Nc1ccc(N2CCN(C(=O)c3ccc(Cl)cc3)CC2)cc1,-8,0,-13,-0.5,-10,4,30,0.8,2,.
CCCCNC(=S)N1CCN(c2ccc(C(C)=O)cc2)CC1,0,-1,-3,3.9,-11,35*,0,-1.2,1,.
Cn1cccc1C(=O)C(=O)Nc1ccccc1C(F)(F)F,1,1,-2,-1.8,-14,6,9,-0.4,-7,.
COc1cccc(-c2c(NC(C)=O)n(C)c3ccccc3c2=O)c1,?,3,-6,-2.8,6,11,-1,.,10,0.1
C/C(CC(=O)Nc1ccc2ccccc2c1)=N\NC(=O)c1cnccn1,-10,6,12,2.1,-37,5,0,-0.8,4,.
CC1Sc2ccc(S(=O)(=O)N3CCC(C(=O)NCc4ccco4)CC3)cc2NC1=O (stereo not drawn),2,0,2,0.5,-7,3,17,-1.0,7,5.0
Cc1ccc(Cl)cc1Nc1nc(-c2sc(NC(=O)c3ccco3)nc2C)cs1,-10,5,7,0.8,-13,25,21,-3.0,1,-3.5
Cc1cc(C)nc(N/N=C/c2ccccc2OCc2ccc([N+](=O)[O-])cc2)n1,-10,4,4,-0.7,4,17,-4,0.3,10,-0.9
CN(Cc1cc(=O)n2ccsc2n1)Cc1nc2ccccc2c(=O)[nH]1,-1,1,-14,1.9,-5,1,5,-0.8,4,-1.5
COc1ccccc1NC(=O)c1cn(C)c(=O)c2cc(OC)c(OC)cc12,2,7,4,-0.4,-8,20,-14,-0.4,5,-0.6
O=C(NC(=S)Nc1ccc(CN2CCOCC2)cc1)c1ccc(-c2ccc(Cl)cc2)o1,.,.,-10,-2.2,7,.,5,.,10,.
Cc1ccc(OCCn2nnc3ccccc32)cc1C,8,2,-12,0.9,-2,3,17,-5.5,1,0.5
SMILES,BoNT-F LC inh,Mtb FBA inh,CCHFV vOTU inh,Mtb UGM inh,Rv3671c inh,GDH-TPI inh,DUSP3 inh,FadD28 FP inh,MazF activator,BioA inh
CN(C)S(=O)(=O)c1ccc(Cl)c(C(=O)OCC(=O)NC(=O)c2cccn2C)c1,-6,4,5,2.3,6,8,0,-0.8,-5,.
Cc1ccc(-c2csc(NC(=S)NC(=O)c3ccco3)n2)cc1,-2,5,-14,1.2,-10,14,-5,0.2,9,.
CCCCc1cc(=O)oc2cc(OCC(=O)N3C[C@H]4C[C@@H](C3)c3cccc(=O)n3C4)c(Cl)cc12,0,3,-2,5.0,-10,14,12,-3.2,3,6.2
COc1cc(/C=N/N(C)c2ccccc2)ccc1O,18,0,14,-2.0,4,25,30,2.4,3,1.3
Nc1ccn([C@@H]2O[C@H](CNCc3ccc(OCC(=O)Nc4nccs4)cc3)[C@@H](O)[C@H]2O)c(=O)n1,0,-2,4,.,.,-3,.,0.5,5,0.2
O=C1C=C(c2ccccc2)OC(c2ccccc2)O1 (stereo not drawn),-2,-4,12,-3.7,-5,-6,13,-5.7,-12,-1.0
O=C(CSc1nnc(CNC(=O)c2c(F)cccc2Cl)o1)Nc1ccc2c(c1)OCO2,-8,95*,10,-3.3,-1,-3,12,-0.5,-10,-2.8
CCc1nn(-c2ccccc2)c(N)c1-c1ccc(OC)c(OC)c1,1,-1,8,0.7,4,6,28,-3.0,9,2.6
CCOc1ccc(C(=O)OC2CC3CCC(C2)N3C)cc1 (stereo not drawn),3,1,1,1.2,-9,3,22,-1.2,2,-0.5
Cc1ccc(C)c(NC(=O)CCNC(=O)N2C[C@H]3C[C@@H](C2)c2cccc(=O)n2C3)c1,-10,7,0,-2.0,7,14,29,-1.6,2,-0.9
COc1cc2c(C(=O)N3CCN(C)CC3)c(C)n(-c3ccccc3)c2cc1Br,-3,2,13,0.7,-5,3,15,-4.6,-3,5.4
CC(=O)c1c(C(C)=O)c(C)n(-c2nc(-c3cccs3)c(C)s2)c1C,12,4,6,1.4,9,4,-5,-1.5,5,0.8
O=C(Nc1ccc(Cl)cc1C(F)(F)F)c1ccccc1,-2,0,-10,-0.2,5,0,5,-4.4,4,.
CC(C)Cc1ccc(C(C)C(=N)N)cc1 (stereo not drawn),?,3,-13,-0.9,1,-2,0,0.0,-16,.
Cc1nc(C)c(C(=O)C2=C(O)C(=O)N(CCN3CCOCC3)C2c2cccs2)s1 (stereo not drawn),-5,-2,0,-0.2,6,18,13,-2.0,3,0.9
COc1ccc(S(=O)(=O)N2CCOCC2)cc1NC(=O)COC(=O)C1COc2ccccc2O1 (stereo not drawn),-4,-1,-4,-2.5,2,1,0,0.8,-8,-5.3
C[C@@H]1CN([C@H](C)CO)C(=O)c2cc(-c3ccccc3)cnc2O[C@@H]1CN(C)C(=O)C1CCOCC1,4,4,3,.,.,0,.,-0.6,3,1.0&2.7&-1.6
COc1ccccc1C(=O)NCC(=O)NNC(=O)C1COc2ccccc2O1 (stereo not drawn),.,1,-4,1.4,5,0,.,0.3,1,0.0
